PV pol inh – inhibitors of poliovirus RNA polymerase binding and polymerization. % elongation, % (compound at 16.7 µg/mL). 0.66% of 150,000 active. P03300. poliovirus polymerase elongation, fluorescence polarization; hits give low values; in the data active means % elongation below about 90%; further: some results filed as inactive read as strong as hits
Target sequence (P03300 1749-2209 limits assumed): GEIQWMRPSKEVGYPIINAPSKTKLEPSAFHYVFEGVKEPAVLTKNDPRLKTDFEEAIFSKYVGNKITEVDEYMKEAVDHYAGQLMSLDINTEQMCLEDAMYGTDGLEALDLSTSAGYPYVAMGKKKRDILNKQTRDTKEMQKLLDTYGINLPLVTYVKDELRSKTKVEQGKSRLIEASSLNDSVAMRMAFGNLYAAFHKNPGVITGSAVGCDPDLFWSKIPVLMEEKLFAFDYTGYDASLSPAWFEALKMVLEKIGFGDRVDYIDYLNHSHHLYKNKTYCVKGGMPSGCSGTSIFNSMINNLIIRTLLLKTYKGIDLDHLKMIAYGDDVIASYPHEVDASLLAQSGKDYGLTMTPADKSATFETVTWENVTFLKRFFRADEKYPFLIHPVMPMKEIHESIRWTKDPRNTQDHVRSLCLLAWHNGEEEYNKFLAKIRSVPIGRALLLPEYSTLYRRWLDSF
PV pol inh FP z-score – further read-out of PV pol inh, marked with its call; z-score; measured here: FP z-score; hits read low
An asterisk follows results filed as active. The list is partial; count on the stated rates, not on these rows.

SMILES	PV pol inh	PV pol inh FP z-score
CCc1ccc2nc(SCC(=O)N3CC(=O)Nc4ccccc43)c(C#N)cc2c1	104.0	0.8
CCn1cc(-c2ccccc2)c(C(=O)O)c1C	102.0	-0.1
Cc1nn(Cc2ccccc2Cl)c(Cl)c1/C=C/C(=O)OCC#N	101.0	-0.3
COc1ccc(C2/C(=C(\O)c3ccc(C)cc3)C(=O)C(=O)N2CCC(=O)O)cc1 (centres undefined)	103.0	0.3
O=C(Cn1cncn1)c1ccc(Br)cc1Br	105.0	1.2
Nc1ccccc1N=C(c1ccccc1)c1c[nH]n(-c2ccccc2)c1=O	94.0	-0.5
CCn1c2ccccc2c2cc(C=Nc3ccc(Cl)cc3)ccc21	104.0	0.2
CC1(C)CSC(=NCCc2ccccc2)N1C(=O)/C=C/c1ccco1	101.0	-0.2
S=C(Nc1ccccc1)Nc1ccc2c(c1)oc1ccccc12	97.0	-0.9
COc1ccc(N=c2scc(C)n2C(=O)c2ccccc2Cl)cc1	107.0	0.3
CC1(C)CC(=O)C(C=NCc2ccco2)=C(O)C1	103.0	0.4
O=C(NCC(c1ccc(Cl)cc1)N1CCCCC1)c1ccc(F)cc1 (centres undefined)	110.0	0.6
O=C(NCC1CCCO1)c1cc2ccccc2oc1=O (centres undefined)	104.0	1
CN(C)c1ccc2nc3c(=O)n(CCc4ccccc4)c(=O)[nH]c3nc2c1	93.0	-1.1
Cc1nn(-c2ccccc2)c2c1N(CC(=O)N1CCCCC1)C(=O)CS2	100.0	-0.7
CCC(=O)N(CCC(c1ccccc1)c1ccc2c(c1)OCO2)Cc1ccc(OC(C)C)cc1 (centres undefined)	104.0	-0.3
Cc1cccc(NCN2C(=O)CSC2=O)c1C	100.0	-0.1
CC1CCN(C(=O)c2cc(-c3cccc(Cl)c3)on2)CC1	102.0	-0.2
Cc1nc2ccccc2nc1OCC(=O)N(C1CCCCC1)C1CCCCC1	99.0	-0.3
CCn1c2ccc(OC)cc2c2nc3ccccc3nc21	69.0	-9
O=c1c2sc3ccccc3c2n(Cc2ccccc2F)c(=O)n1Cc1ccco1	101.0	0.4
COc1cccc(C(C(=O)NC2CCCCC2)N(C(=O)c2ccccn2)c2cccnc2)c1 (centres undefined)	103.0	0.4
CCC(NC(=O)Cc1ccccc1)C(=O)O (centres undefined)	100.0	-0.1
CCOc1ccc(C(=O)Nc2nnc(S(=O)(=O)Nc3ccccc3)s2)cc1	115.0	1.6
COc1ccccc1-c1noc(-c2ccccc2C(=O)NCc2ccco2)n1	105.0	1.6
CC(C)N(Cc1ccccc1)S(=O)(=O)N(C)C	105.0	0.2
O=C(COc1ncnc2ccccc12)Nc1ccccc1	99.0	-0.8
O=S(=O)(c1ccc(Cl)cc1)c1cnn(S(=O)(=O)c2ccccc2)c1-c1ccc(Cl)cc1	108.0	0.9
CCOC(=O)c1c(O)c(O)c(C(=O)OCC)n1-c1ccc(OC)cc1	103.0	0
Cc1n[nH]c(C)c1-c1nc2ccccc2[nH]1	101.0	0.1
O=C(NCc1ccccc1)c1ccc2c(c1)nc1n2CCCCC1	101.0	-1.7
CCCCn1cnc2c(c1=O)c1nc3ccccc3nc1n2CCc1ccc(OC)cc1	100.0	-1
COc1cccc2c1cc1c(=O)n(CC(=O)N3CCCCC3)nc(C)n12	102.0	-1.4
CCN(CC)C(=O)CSc1nc2nc(C)cc(C)c2c(=O)[nH]1	104.0	0.6
Cc1c(NC2=CC(=O)CCC2)c(=O)n(-c2ccccc2)n1C	100.0	-0.4
Oc1oc(-c2cccs2)nc1/C=C1\C=Nc2ccccc21	100.0	-0.5
CCOC(=O)c1oc2nc(-c3ccccc3)cc(-c3ccco3)c2c1N	94.0	-0.9
CCCCN(CC)S(=O)(=O)c1ccc2c(c1)CCN2C(C)=O	103.0	0.6
OCC1CCCN1CC1CC1 (centres undefined)	104.0	0.5
COc1ccc(-n2c(C)cc(-c3csc(/N=C/N(C)C)n3)c2C)cc1	109.0	0.7
c1ccc(CN2CCC(NN3CCOCC3)CC2)cc1	99.0	-0.3
CC(C)c1ccc(-c2noc(C3CCCN(C(=O)Cc4cccs4)C3)n2)cc1 (centres undefined)	102.0	0
COc1ccc(CC(=O)N2CCCC2)cc1	99.0	0
CCN1CCN(C(c2cccs2)C(C)NC(=O)C(C)C)CC1 (centres undefined)	105.0	1.5
COC(=O)c1c(NC(=O)CSc2nnc(-c3cccnc3)n2C)sc2c1CCC2	101.0	-0.3
Cc1ccc(N=Cc2ccc(F)cc2)c(C)c1	102.0	0.1
O=C(COc1ccccc1)Nc1ccc(I)cc1	103.0	0.4
CCN(CCCNC(=O)c1cc2c(=O)n(C)c3ccccc3c2s1)Cc1ccccc1	96.0	-1.1
Cc1ccc(NC(=O)CCCc2nc(-c3ccco3)no2)cc1Cl	105.0	0.1
COc1ccc(NC(=O)CN2C(=O)CCn3nc(-c4cccn4C)cc32)cc1Cl	106.0	-0.2
S=C(NCCc1ccncc1)NC1CCCCC1	100.0	-0.1
O=C1c2oc3ccccc3c(=O)c2C(c2cccc(O)c2)N1c1nncs1 (centres undefined)	106.0	0.2
O=S(=O)(CCN1C=CC(C(F)(F)F)=NCC1)c1ccc(F)cc1	106.0	0.7
COC1C(OC)N(S(C)(=O)=O)CCN1S(C)(=O)=O (centres undefined)	101.0	0.4
Oc1ccccc1-c1nc(/C=C/c2ccc(F)cc2)nn1-c1ccccc1	104.0	-0.1
Cc1ccc(NC(=O)c2cccc(N3CCCS3(=O)=O)c2)cc1	110.0	0.2
Cc1ccc(C)c(N2CCN(C(=O)CCNS(=O)(=O)c3ccc4c(c3)CCN4C(=O)C3CC3)CC2)c1	105.0	-0.5
O=C(CSc1nc(-c2ccccc2)cc(=O)[nH]1)NCC1CCCO1 (centres undefined)	99.0	-0.6
CCc1nnc2c3ccccc3nc(Nc3ccc(C(C)=O)cc3)n12	107.0	-0.2
CCCC(=O)Nc1cccn(Cc2cccc(OC)c2)c1=O	101.0	-0.5

Entries of single compounds as entered above. Values in the order: PV pol inh	PV pol inh FP z-score
`Cc1ccc(NC(=O)c2cccc(N3CCCS3(=O)=O)c2)cc1` is listed as 110.0	0.2
`O=C(COc1ccccc1)Nc1ccc(I)cc1` is listed as 103.0	0.4

More entries
SMILES	PV pol inh	PV pol inh FP z-score
CCOC(=O)c1oc2ccc(S(=O)(=O)n3nc(-c4cc(OC)cc(OC)c4)cc3N)cc2c1C	115.0	1.8
COc1ccc(C(=O)COC(=O)c2ccc(N)cc2)cc1	98.0	-0.4
Cc1ccc(CNC(=O)Cn2nc(N3CCN(c4ccccc4)CC3)ccc2=O)cc1	104.0	-0.6
CSc1nc(NS(=O)(=O)c2cc(C(F)(F)F)cc(C(F)(F)F)c2)nn1C	99.0	-0.7
COc1ccc(/C=C(/NC(=O)c2ccco2)C(=O)N2CCCC2=O)cc1	100.0	-0.6
Cc1cccc(Nc2ncnc3c2cnn3C)c1C	108.0	0.2
COc1ccc(OC)c(N2C(=O)NC(=O)C(CCc3ccccn3)(CCc3ccccn3)C2=O)c1	100.0	-0.8
O=C(NN1CC(=O)N(C2CCCC2)C1=O)c1cc2c(s1)CCCC2	101.0	-0.4
Cc1cccc(CN2C(=O)c3ccccc3S(=O)(=O)c3ccc(C(=O)N4CCCC4)cc32)c1	105.0	0
Cc1ccccc1S(=O)Cc1ccc(C(=O)N2CCCC2)o1 (centres undefined)	102.0	0
CC(N)c1ccncc1 (centres undefined)	100.0	-0.4
CCN(CCN(C)C)C(=O)Cn1ncc2c1-c1ccccc1OC2	102.0	0.1
CCOC(=O)C1C(c2ccccc2)C(C(=O)OCC)C1c1ccccc1 (centres undefined)	105.0	0.1
COc1cccc2sc(NCc3ccccc3)nc12	102.0	0.2
O=C1[C@@H]2CSC(c3ccc(C(F)(F)F)cc3)N2C(=O)N1c1ccccc1 (some centres undefined)	108.0	0.4
CCOC(=O)c1c(C)[nH]c(C(=O)N/N=C\c2ccccc2)c1C	104.0	0.8
CC1(C)NNC(=S)NC1=O	106.0	0.8
CN1CCN(P(=O)(c2ccccc2)c2nc3ccccc3s2)CC1 (centres undefined)	102.0	0.1
CCSc1ncc(Cl)c(C(=O)N2CCN(c3cccc(Cl)c3)CC2)n1	103.0	0.3
CCc1ccc(-c2cn3c(n2)sc2cc(C(=O)NCCCc4ccccc4)ccc23)cc1	110.0	0.8
O=C(Cn1c(=O)nc(-c2ccccc2)c2ccccc21)Nc1ccc(Cl)c(C(F)(F)F)c1	111.0	0.9
CC(Nc1ccccc1CO)C(=O)N1CCOCC1 (centres undefined)	106.0	0.3
Cc1ccc(Cn2c(SCC(=O)N(C)C)nc3ccccc3c2=O)cc1	97.0	-0.6
Cc1nn(C)c(C)c1NC(=S)NC1CCCC1	101.0	0.3
Cc1ccc(NC(=O)c2cnc3ccc(S(=O)(=O)N(C)C4CCCCC4)cc3c2Cl)cc1F	100.0	-0.6
CCSC1=N/C(=C\c2cccc(OC)c2)C(=O)S1	101.0	0.3
COc1ccc(Nc2c3c(nc4ccc(NC(=O)c5cc(Cl)ccc5OC)cc24)CCCC3)cc1OC	107.0	0.5
O=C(NCc1ccccn1)c1ccc(-c2nc3ccccc3s2)s1	102.0	0.1
COCC(C)NCc1cc(=O)oc2cc(C)c(C(C)C)cc12 (centres undefined)	105.0	0.4
CNS(=O)(=O)c1cc(-c2nn(C)c(=O)c3ccccc23)ccc1C	103.0	0.5
CN(C)c1ccc(CN(CC2CCCO2)C(=O)COc2ccccc2Cl)cc1 (centres undefined)	104.0	-0.5
COc1ccc(CNC(=O)Cn2ccc3cc(S(=O)(=O)N4CCCCCC4)ccc32)c(OC)c1	111.0	0.6
Cc1ccc(CNC(=O)CSc2nc3c(sc4ccccc43)c(=O)n2CCCOC(C)C)cc1	103.0	-0.9
CNC(=O)COc1ccc(S(=O)(=O)N2CCOCC2)cc1Cl	104.0	1.2
Cc1c(C)n(C(=O)CN2CCC(C(N)=O)CC2)c2ccccc12	99.0	-1.1
Cc1c(C)n(Cc2ccccc2)c2ccc(C(=O)NCC(C)c3ccccc3)cc12 (centres undefined)	106.0	-0.1
CC(=O)N1CCOc2cc(S(=O)(=O)NCc3ccc(C)cc3)c(Cl)cc21	104.0	-0.5
Cc1ccc(C23CC4CC(CC(CN)(C4)C2)C3)cc1C	101.0	-0.1
CC(=O)[C@H]1[C@H](C#N)CC2C3CC=C4C[C@@H](O)CCC4(C)C3CCC21C (some centres undefined)	99.0	-0.1
CN(c1ccccc1C(=O)NC(C)(C)C)S(C)(=O)=O	103.0	1.3
Cc1sc(NC(=O)COc2ccc(C(C)(C)C)cc2)c(C(=O)OC(C)C)c1C	104.0	0.2
CCN1CCc2c(OCC(=O)NC3CCCCC3)cccc2C1=O	100.0	-0.1
CC1CCC2(CC1)NC(=S)N(C)N2 (centres undefined)	99.0	-1.5
COc1ccc(Cn2c(=O)c3cccnc3n(Cc3ccc(C)cc3)c2=O)cc1	99.0	-1
Cc1cc(N2CCN(C)CC2)nc2ccc(NC(=O)Nc3cccc(Cl)c3)cc12	99.0	-0.4
CCn1c(CNC(=O)c2ccc(OC)cc2)nnc1SCC(=O)Nc1ccccc1	102.0	-0.1
O=C(CSc1nnc(-c2ccccc2)o1)c1ccc2c(c1)OCCO2	100.0	-0.1
Cc1ccc(C)c(Cn2c(=O)cc(C(F)(F)F)c3c(C)nn(C)c32)c1	102.0	-1
COc1ccc(/C(C)=N/O)cc1	101.0	-0.2
Cc1ccc(-n2c(SC3CCOC3=O)nc3ccccc32)cc1 (centres undefined)	101.0	-0.4
N#Cc1ccc(OCC(F)(F)C(F)F)cc1C#N	99.0	-0.5
c1ccc2cc(OCCN3CCOCC3)ccc2c1	102.0	0.1
Cc1ccccc1Nc1c(-c2ccc(N3CCOCC3)cc2)nc2ccc(Br)cn12	104.0	-1.4
CC(Sc1nnnn1C)C(=O)c1ccc(Cl)cc1 (centres undefined)	99.0	-1.2
CCc1nn(CC(=O)NCc2cccc(OC)c2)c(=O)c2cc3cc(F)ccc3n12	106.0	-0.1
Cc1cc(N2CCC(C(N)=O)CC2)nc(-c2ccccc2)n1	99.0	-0.8
CN(C)C1CCS(=O)(=O)C1 (centres undefined)	102.0	0.4
COc1cccc(OC(=O)CSc2nnc(-c3ccccc3OC)o2)c1	98.0	-1.5
Cc1cc(C)c(C#N)c(SCC(=O)C2CC2)n1	101.0	0
CCc1ccccc1Nc1nn2c(=O)c3ccc(C(=O)Nc4ccc(OC)cc4)cc3nc2s1	106.0	-0.1
CN(CC(=O)Nc1ccccc1Sc1ccccc1)C1CCS(=O)(=O)C1 (centres undefined)	100.0	-0.7
O=C(O)COc1c(I)cc(Cl)c2cccnc12	109.0	0.8

Another view of part of the listing above.
COc1ccc(N=c2scc(C)n2C(=O)c2ccccc2Cl)cc1
  PV pol inh: 107.0 | PV pol inh FP z-score: 0.3

CC1(C)CC(=O)C(C=NCc2ccco2)=C(O)C1
  PV pol inh: 103.0 | PV pol inh FP z-score: 0.4

O=C(NCC(c1ccc(Cl)cc1)N1CCCCC1)c1ccc(F)cc1 (centres undefined)
  PV pol inh: 110.0 | PV pol inh FP z-score: 0.6

O=C(NCC1CCCO1)c1cc2ccccc2oc1=O (centres undefined)
  PV pol inh: 104.0 | PV pol inh FP z-score: 1

Screens (PubChem)
